M. tuberculosis HTS: M. tuberculosis growth inhibition, HTS (AID 449762); M. tuberculosis H37Rv growth inhibition, 7H9 media; higher % means a stronger effect; inhibition, % at 25 µM, or IC50 in µM where a hit was titrated; 330,000 compounds, 0.59% hits; in the data active = a potency from the dose series; inconclusive = inhibition above about 70% without an active follow-up result;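 also: bacterial growth assessed after seven days of incubation; strong numbers were not always called active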
Salmonella PhoP GFP: PhoP regulon inhibitors, Salmonella typhi PhoP promoter GFP reporter, confirmatory (AID 1850) | Salmonella Typhi PhoP-promoter GFP reporter, fluorescence, 4 h; higher % means a stronger effect | inhibition, % at 50 µM; hits with a dose series show IC50 in µM | 310,000 compounds, 0.33% hits; in the data active = a potency from the dose series; inconclusive = inhibition mostly from about 25% at the one dose, without a potency; inactive = the rest, 99 in 100 with inhibition below about 19%;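 also: 0% = induced wells with vehicle and 100% = uninduced wells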
influenza NS1A: NS1A inhibition, H1N1 influenza, cell based functional assay (AID 504329); NS1A functional cell-based assay, percent inhibition; higher % means a stronger effect; inhibition, % at 12.5 µM, or IC50 in µM where a hit was titrated; 340,000 compounds, 0.3% hits; in the data active = a potency from the dose series; inconclusive = inhibition above about 27% without an active follow-up result; also: strong numbers were not always called active
VEEV TC-83 Vero: inhibitors of VEEV TC-83 cytopathic effect, confirmation, Vero cells (AID 588727); Vero cells, VEEV TC-83 cytopathic effect inhibition; higher % means a stronger effect; inhibition, % at 20 µM; hits with a dose series show IC50 in µM; 350,000 compounds, 0.13% hits; in the data active = a potency from the dose series; inconclusive = inhibition mostly from about 14% at the one dose, without a potency; inactive = the rest, 99 in 100 with inhibition below about 12%; also: strong numbers were not always called active
tuberculosis growth: growth inhibition of non-replicating M. tuberculosis (AID 488890). 320,000 compounds, 0.39% hits. Mycobacterium tuberculosis non-replicating, growth inhibition; higher % means a stronger effect. inhibition, % at 25 µM, or IC50 in µM where a hit was titrated; in the data active = a potency from the dose series; inconclusive = inhibition mostly from about 82% at the one dose, without a potency; inactive = the rest, 99 in 100 with inhibition below about 76%;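 also: plate controls were DMSO cells for no effect and high antibiotic wells for full effect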
VEEV TC-83 Vero 10K pilot screen: also measured in VEEV TC-83 Vero; calls as there; inhibition, %; measured here: 10K pilot screen inhibition
* hit, by the source's call; i = inactive; ? = inconclusive; . = not tested or not shown.

SMILES	M. tuberculosis HTS	Salmonella PhoP GFP	influenza NS1A	VEEV TC-83 Vero	tuberculosis growth	others
CC(=O)O[C@@H]1[C@H]2CC[C@@H]3[C@]1(C[C@@H](OC(C)=O)[C@@]1(O)C([C@@H]4O[C@@H]4C1(C)C)[C@]3(C)O)C[C@@]2(C)O (stereo not given in full)	2%	1%	-3%	0.5%	-18%	VEEV TC-83 Vero 10K pilot screen=0.7
Cn1nnnc1Sc1ncnc2scc(-c3cccc(S(C)(=O)=O)c3)c12	-2%	.	-19%	?	?
O=C(COC(=O)Cc1c(Cl)cccc1Cl)Nc1ccc(OC(F)(F)F)cc1	-1%	-6%	-4%	2.5%	62%
CCCCn1c(-c2nonc2N)nc2ccccc21	-2%	0%	-2%	4.8%	22%
CCCC#Cc1ccc2c(c1)COc1c3ccccc3nn1-2	?	11%	9%	0.3%	?
Cc1cc(C)nc(-n2nc(C)cc2NC(=O)CN2CCCC2)n1	4%	-10%	-7%	0.1%	-10%
CCN(CC)C(=O)c1[nH]cnc1C(=O)N[C@@H](C)C(=O)OC(C)(C)C	-2%	7%	-3%	1.4%	7%
O=C(Oc1ccccc1)c1ccc(NC(=O)c2ccco2)cc1	?	-3%	-5%	0.2%	7.3µM*
O=C(CSc1nnnn1C1CCCCC1)N1c2ccccc2Sc2ccccc21	41%	1%	6%	i	5%
CCN(CC)S(=O)(=O)c1cc(C(=O)N(C)CC(=O)Nc2ccc(Cl)cc2)ccc1Cl	1%	1%	-3%	0.1%	25%

Overlap with the part before: 3 entries, followed by the next part.
SMILES	M. tuberculosis HTS	Salmonella PhoP GFP	influenza NS1A	VEEV TC-83 Vero	tuberculosis growth	others
O=C(Oc1ccccc1)c1ccc(NC(=O)c2ccco2)cc1	?	-3%	-5%	0.2%	7.3µM*
O=C(CSc1nnnn1C1CCCCC1)N1c2ccccc2Sc2ccccc21	41%	1%	6%	i	5%
CCN(CC)S(=O)(=O)c1cc(C(=O)N(C)CC(=O)Nc2ccc(Cl)cc2)ccc1Cl	1%	1%	-3%	0.1%	25%
NC(=O)c1ccccc1NC(=O)CSc1cn[nH]n1	3%	2%	-7%	1.9%	2%
COCCCNC(=S)N1CCN(C(c2ccccc2)c2ccccc2)CC1	7%	-6%	-2%	12%	-3%
COC(=O)C1CC(O)CN1C(=O)Nc1ccccc1 (stereo not given)	3%	4%	7%	6.0%	2%
Cn1cccc1/C=C1\C(=O)NC(=O)N(Cc2ccccc2)C1=O	3%	-29%	18%	0.4%	.
CC1CCCCN1C(=S)NC(=O)c1cccs1 (stereo not given)	?	2%	-30%	0.1%	27%
Cc1cc(C)c2[nH]c(C)c(CN3CCCCCC3)c(=O)c2c1	-3%	6%	21%	i	67%
CC(=O)NS(=O)(=O)c1ccc(N=NN2CCCCCC2)cc1	-3%	4%	-1%	0.1%	-6%
CCC(C)C1NC(=O)C2CCCN2C(=O)C(CC(C)C)OC(=O)CCNC(=O)C(C)N(C)C(=O)C(C(C)C)N(C)C1=O (stereo not given)	.	.	3%	8.2µM*	.
Cc1ccc(/C=C/C(=O)Nc2cccc3cccnc23)o1	1%	4%	3%	1.2%	65%
CC(C)c1ccc(C(=O)Nc2ccc(CN3CCOCC3)cc2)cc1	2%	-10%	0%	0.2%	7%
O=C(COC(=O)CCc1c[nH]c2ccccc12)Nc1ccccc1C(F)(F)F	?	.	-6%	i	?
CCCS(=O)(=O)N1CCCC(C(=O)NC2CCCCC2)C1 (stereo not given)	-3%	0%	-9%	0.1%	-18%
Cc1ccc(CSc2nnc(-c3ccccn3)n2N)cc1	-3%	6%	.	6.0%	75%
CC(=O)Nc1ccc(OCC(O)Cn2nc(C)c(C(C)=O)c2C)cc1 (stereo not given)	0%	-6%	2%	1.4%	.
COc1ccc2nnc(-c3ccc(C(F)(F)F)cc3)n2n1	4%	-2%	-25%	2.4%	1%
CCOC(=O)c1[nH]c2ccccc2c1NC(=O)CN(C)C	-2%	-2%	-4%	0.8%	-11%
CNC(=O)c1[nH]cnc1C(=O)Nc1ccccc1C	4%	7%	-22%	2.5%	48%
COc1ccc(CN(C)C(=O)c2sccc2-c2ccccc2)c(OC)c1	-6%	-5%	-6%	3.7%	-3%
Cc1ccc(CN2CC(C(=O)OCc3ccccc3Cl)CC2=O)cc1 (stereo not given)	4.7µM*	7%	-5%	3.0%	8.1µM*
Cc1c(CCC(=O)NCCCn2ccnc2)c(=O)oc2cc3occ(C(C)(C)C)c3cc12	19%	0%	1%	i	?

Overlap with the part before: 6 entries; new compounds follow.
SMILES	M. tuberculosis HTS	Salmonella PhoP GFP	influenza NS1A	VEEV TC-83 Vero	tuberculosis growth	others
COc1ccc2nnc(-c3ccc(C(F)(F)F)cc3)n2n1	4%	-2%	-25%	2.4%	1%
CCOC(=O)c1[nH]c2ccccc2c1NC(=O)CN(C)C	-2%	-2%	-4%	0.8%	-11%
CNC(=O)c1[nH]cnc1C(=O)Nc1ccccc1C	4%	7%	-22%	2.5%	48%
COc1ccc(CN(C)C(=O)c2sccc2-c2ccccc2)c(OC)c1	-6%	-5%	-6%	3.7%	-3%
Cc1ccc(CN2CC(C(=O)OCc3ccccc3Cl)CC2=O)cc1 (stereo not given)	4.7µM*	7%	-5%	3.0%	8.1µM*
Cc1c(CCC(=O)NCCCn2ccnc2)c(=O)oc2cc3occ(C(C)(C)C)c3cc12	19%	0%	1%	i	?
CCOC(=O)Cn1c(N2CCCCCC2)nc2c1c(=O)[nH]c(=O)n2C	-1%	5%	4%	i	-2%
CC1=NN(c2cccc(C(=O)O)c2)C(=O)/C1=C\C=C\c1ccco1	-4%	-1%	2%	1.2%	11%
O=C1CN(C(=O)c2ccco2)C(c2ccc(F)cc2)c2cc(Cl)ccc2N1 (stereo not given)	5%	3%	1%	i	25%
O=C(Nc1cccc(F)c1)c1ccccc1-c1ccccc1	4%	-16%	4%	0.5%	18%
COc1ccc(C2C3=C(CC(C)(C)CC3=O)Nc3n[nH]c(C)c32)cc1 (stereo not given)	-2%	-4%	-3%	4.2%	10%
OC(CNCCCN1CCCCC1)COc1ccccc1 (stereo not given)	-5%	-5%	-2%	0.1%	-1%
C=CC[C@@H](CC(=O)N(CCO)Cc1ccccc1)C(=O)N[C@@H](COC(=O)[C@H](CC=C)CC(=O)OC(C)(C)C)Cc1c[nH]c2ccccc12	-5%	.	0%	i	36%
CCCN1Cc2cccc(C(=O)NC3CCCC3)c2C1=O	-2%	16%	3%	i	-8%
O=C(Nc1ccccc1)C1C2CCCCC21 (stereo not given)	-6%	16%	0%	0.1%	77%
COc1ccc2oc(C(=O)Nc3ccccn3)c(C)c2c1	14%	-5%	0%	7.4%	-2%
Cc1cccc(-n2ncc(C#N)c2-n2cccc2)c1	-11%	-5%	-9%	i	15%
O=[N+]([O-])c1ccccc1S(=O)(=O)N1CCN(C2CCN(Cc3ccccc3)CC2)CC1	7%	-6%	-7%	0.8%	-8%
CC(Oc1ccc2c3c(c(=O)oc2c1)CCC3)C(=O)NCc1ccccn1 (stereo not given)	6%	-12%	1%	0.4%	12%
Oc1ccc2cccnc2c1	4%	12%	-10%	0.4%	-1%
Cc1c(C)n(Cc2ccc(F)cc2)c2ccc(C(=O)NCCCN3CCOCC3)cc12	5%	4%	15%	2.5%	16%
CC(C)(C)c1ccc(/C=N/OCC(=O)NCc2ccccc2)cc1	-2%	-1%	-4%	i	63%
O=C(Nc1nnc(SCc2ccccc2F)s1)c1ccco1	-2%	-6%	-11%	1.6%	71%
CC(C)(C)OC(=O)C[C@H]1C/C=C\C[C@H](CC(=O)NCCO)C(=O)NCCOC1=O	-1%	.	-2%	0.3%	-11%
CCCn1c(O)c(N=N)c2ccccc21	0%	-6%	-2%	i	10%
Cc1ccc(C)c(N2CCN(C(=O)C3CCN(S(=O)(=O)c4cccc5nsnc45)CC3)CC2)c1	-6%	-3%	11%	i	.
COc1cc(C2c3cc4c(cc3CC3COC(=O)N32)OCO4)cc(OC)c1OC (stereo not given)	.	.	-26%	11%	.
Cc1ccc(N(C)S(=O)(=O)c2ccc3c(c2)CC(C)N3C(=O)C2CC2)cc1 (stereo not given)	2%	9%	7%	6.9%	9%
Cc1cc(C(F)F)n2nc(C(=O)Nc3c(F)cc(F)cc3Br)nc2n1	-5%	-7%	-45%	0.1%	-12%
CC1CCN(C(=O)CNS(=O)(=O)c2ccc(Br)s2)CC1	-10%	-8%	1%	i	2%
COc1ccccc1NC(=S)N(CCN1CCOCC1)Cc1ccccc1F	-5%	3%	11%	3.7%	2%
COc1cc2[nH]c(=S)n(Cc3ccccc3)c(=O)c2cc1OC	8%	-8%	9%	2.2%	-19%
CC(=O)N1CC(=O)N=C1SCC(=O)Nc1nc(C)c(-c2ccccc2)s1	-2%	5%	-3%	1.9%	80%
CC(C)(C)NC(=O)CSc1nc(N)c(NC(=O)c2ccccc2F)c(=O)[nH]1	-2%	-1%	-8%	1.1%	21%
Oc1c(Br)cc(Br)cc1C=Nc1ccc2c(c1)OCO2	52%	2%	-8%	0.8%	?
O=C(NCc1ccco1)c1cccnc1Cl	0%	-8%	8%	1.4%	-24%
COc1cc(CN2CCN(Cc3ccc4cc(F)ccc4n3)CC2CCO)cc(OC)c1 (stereo not given)	-5%	1%	-16%	0.6%	8%
COc1ccc2[nH]c(=O)c(CN(C(=O)c3cccnc3)c3ccccc3)cc2c1	2%	7%	-10%	0.5%	-16%
Nc1nc(SCC(=O)NC2CCCCC2)n[nH]1	-7%	-6%	-1%	1.6%	13%
Cc1ccc(/C=C2/SC(=S)N(CCCC(=O)Nc3cc([N+](=O)[O-])ccc3O)C2=O)cc1	1%	-8%	-7%	2.1%	-11%
CCCc1cc(C(=O)Nc2ccc(C(=O)c3ccccc3)cc2)n(C)n1	62%	-2%	-6%	5.5%	19%
Cc1ccc(S(=O)(=O)NC(=NC(C)C)c2ccccc2)cc1	-3%	1%	-6%	0.3%	7%
O=C(CC(O)CCc1ccccc1)c1ccc(O)cc1 (stereo not given)	6%	.	-6%	0.5%	16%
O=C(CSc1ncccc1C(=O)O)c1ccc2ccccc2c1	-2%	5%	-6%	1.5%	7%
CN(C)c1ccc(/C=C/C(=O)c2cccnc2)cc1	3%	-10%	-21%	2.6%	38%

From PubChem
